CD40 NFkB inh = CD40 pathway inhibition in BL2 cells; BL2 NF-kB luciferase reporter, CD40L-induced, 4 h; inhibition, % at 10 µM; 83,000 compounds, 0.94% hits; AID 1053188;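 active = mean inhibition of at least 50% with a set share of replicates also reaching that level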;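 also: 0% = neutral control wells and 100% = IKK inhibitor VII at 50 µM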
Active calls of the source: *; [ ] = dose if it differs, or a comment. This is a subset. The share of hits here may be higher or lower than overall.

For O=C(C1CCC1)N1C[C@@H]2[C@H](c3ccccc31)[C@H](CO)N2C(=O)Nc1cccc(F)c1 the results were CD40 NFkB inh 16[25 µM].
For N#Cc1c(N2C(=O)Nc3ccccc3N2O)sc2c1CCCC2 the results were CD40 NFkB inh -2.
For CCC(Cc1ccccc1)NC(=O)CN1C(=O)CSc2ncccc21 (stereo not drawn) the results were CD40 NFkB inh 6.
Screening CC1(c2ccccc2)NC(=O)N(CC(=O)NC(=O)NC2CCCC2)C1=O (stereo not drawn) returned CD40 NFkB inh 0.
Screening CN1CCN(S(=O)(=O)c2ccc(-c3ccc(S(=O)(=O)N4CCN(C)CC4)cc3)cc2)CC1 returned CD40 NFkB inh 23.
COc1cccc(/C=C/C(=O)OCC(=O)Nc2ccc(Cl)c(S(=O)(=O)N(C)C)c2)c1OC was read as CD40 NFkB inh 4.
Screening Cc1cc(NCCCN2CCOCC2)n2c(nc3ccccc32)c1C#N returned CD40 NFkB inh -15.
`Cn1cnc(S(=O)(=O)N[C@H]2CC[C@@H](CC(=O)NCC3CCCCC3)O[C@@H]2CO)c1` gave CD40 NFkB inh 0[25 µM].
`CCOC(=O)c1sc(NC(=O)C(C)Sc2nnc(N)s2)nc1C` (stereo not drawn) gave CD40 NFkB inh -9.
For CN(CC(=O)Nc1ccc(F)cc1)C(=O)C1CCN(C(=O)Nc2ccccc2)CC1 the results were CD40 NFkB inh 2.
CCOc1ccc2ccccc2c1C(=O)N1CCN(c2ccccc2)CC1 was read as CD40 NFkB inh 17.
O=C(NC(=S)Nc1cccc(NC(=S)NC(=O)c2ccccc2)c1)c1ccccc1 was read as CD40 NFkB inh -39.
For CN1CCN(C(=O)c2cc3c(c(-c4cccc(-c5cccnc5)c4)n2)[C@@H](CCO)N(C(=O)CC2CC2)C3)CC1 the results were CD40 NFkB inh -3[25 µM].
Screening COc1ccc2c3c([nH]c2c1)[C@@H](CO)N(C(=O)NC(C)C)CC31CN(C(=O)c2ccncc2)C1 returned CD40 NFkB inh 0[25 µM].
For COc1cc(CC(=O)O)c([N+](=O)[O-])cc1OC the results were CD40 NFkB inh 2.
For CCOC(=O)c1c(-c2cccc(N)c2)cn2ccccc12 the results were CD40 NFkB inh 1.
`OCCN1CCSC1=S` gave CD40 NFkB inh 23.
Screening Cc1cccc2c1-c1sc(C(=O)Nc3nccs3)cc1CO2 returned CD40 NFkB inh -110.
CC(c1ccco1)N(C(=O)C12CC3CC(CC(C3)C1)C2)c1ccccn1 (stereo not drawn) was read as CD40 NFkB inh 12.
For COc1cccc(NC(=O)Nc2ccc3c(c2)C(=O)N(C)C[C@H](OC)[C@@H](C)CN[C@H](C)CO3)c1 the results were CD40 NFkB inh -6[25 µM].

No new results follow: entries from further up.
`OCCN1CCSC1=S` gave CD40 NFkB inh 23.
Screening Cc1cccc2c1-c1sc(C(=O)Nc3nccs3)cc1CO2 returned CD40 NFkB inh -110.
CC(c1ccco1)N(C(=O)C12CC3CC(CC(C3)C1)C2)c1ccccn1 (stereo not drawn) was read as CD40 NFkB inh 12.
For COc1cccc(NC(=O)Nc2ccc3c(c2)C(=O)N(C)C[C@H](OC)[C@@H](C)CN[C@H](C)CO3)c1 the results were CD40 NFkB inh -6[25 µM].

The list goes on.
O=C(c1ccccc1F)N1CC[C@@H]2[C@@H](CO)Nc3ccc(C#Cc4ccccc4)cc3[C@@H]21 was read as CD40 NFkB inh -6.
For Cn1c(=O)c2c(ncn2CC(=O)OCC(=O)NC2CCCc3ccccc32)n(C)c1=O (stereo not drawn) the results were CD40 NFkB inh 6.
Screening O=C(c1ccc2c3c(cccc13)CC2)N1CCN(c2ncccn2)CC1 returned CD40 NFkB inh 6.
`Cc1cc(C)c2c(n1)sc1c(O)cc(=O)[nH]c12` gave CD40 NFkB inh 10.
Screening COc1ccccc1C(=O)NCCC(=O)N1CCN(S(=O)(=O)c2ccccc2C(F)(F)F)CC1 returned CD40 NFkB inh 6.
N#Cc1nc(-c2cccc3ccccc23)oc1NCC1CCCO1 (stereo not drawn) was read as CD40 NFkB inh -74.
`CC12CCC(c3c(C(=O)N4CCOCC4)nn(-c4ccccc4)c31)C2(C)C` (stereo not drawn) gave CD40 NFkB inh 6.
For O=C1NC(CCc2ccccc2)C(=O)N1Cc1cccc2ccccc12 (stereo not drawn) the results were CD40 NFkB inh 6.
Screening Cc1c(C(=O)Nc2cccc(-c3nnc4n3CCCCC4)c2)oc2ccccc12 returned CD40 NFkB inh 10.
For COc1ccc(NC(=O)CSc2n[nH]c(-c3ccco3)n2)cc1 the results were CD40 NFkB inh -1.
`CN(C)S(=O)(=O)c1ccc(C(=O)NCC2CC2(Cl)Cl)cc1` (stereo not drawn) gave CD40 NFkB inh -3.
For CCN(C[C@@H]1N[C@H](CO)[C@H]1c1ccc(-c2cccc(F)c2)cc1)C(=O)COC the results were CD40 NFkB inh -24[25 µM].
Screening CCCCn1c(N)c(N(CCC(C)C)C(=O)C2CCCN(C(=O)c3ccc(Cl)cc3)C2)c(=O)[nH]c1=O (stereo not drawn) returned CD40 NFkB inh 7.
For CC(C)n1ncc2c(C(=O)NCc3ccccc3CN(C)C)cc(C3CC3)nc21 the results were CD40 NFkB inh 20.
For COc1cc(N)c(Br)cc1C(=O)O the results were CD40 NFkB inh 3.
OC[C@@H]1[C@H](c2ccc(C#Cc3ccccc3F)cc2)[C@@H]2CN(Cc3cncnc3)CCCCN12 was read as CD40 NFkB inh -12[25 µM].
COc1ccccc1CCNC(=O)c1ccoc1C was read as CD40 NFkB inh 1.
Cc1ccc(S(=O)(=O)NCCS(=O)(=O)N2CCN(c3ccccc3)CC2)cc1 was read as CD40 NFkB inh 1.
For COc1ccc(CCNc2oc(-c3ccco3)nc2C#N)cc1 the results were CD40 NFkB inh -9.
Screening CC(NC(=O)CN1C(=O)NC2(CCCCC2)C1=O)c1ccc(S(N)(=O)=O)cc1 (stereo not drawn) returned CD40 NFkB inh 0.

4 compounds picked at random from the list so far, as already listed:
For O=C1NC(CCc2ccccc2)C(=O)N1Cc1cccc2ccccc12 (stereo not drawn) the results were CD40 NFkB inh 6.
`Cc1cc(C)c2c(n1)sc1c(O)cc(=O)[nH]c12` gave CD40 NFkB inh 10.
Screening O=C(c1ccc2c3c(cccc13)CC2)N1CCN(c2ncccn2)CC1 returned CD40 NFkB inh 6.
O=C(c1ccccc1F)N1CC[C@@H]2[C@@H](CO)Nc3ccc(C#Cc4ccccc4)cc3[C@@H]21 was read as CD40 NFkB inh -6.

The main list resumes; the 2 compounds before the break are reprinted first.
For COc1ccc(CCNc2oc(-c3ccco3)nc2C#N)cc1 the results were CD40 NFkB inh -9.
Screening CC(NC(=O)CN1C(=O)NC2(CCCCC2)C1=O)c1ccc(S(N)(=O)=O)cc1 (stereo not drawn) returned CD40 NFkB inh 0.
`Cc1c(C(=O)N2CCCCC2)c(S(=O)(=O)Nc2ccc(F)cc2F)c(C)n1C` gave CD40 NFkB inh 13.
COc1cccc(CN(C)C(=O)CNC(=O)c2ccc(-c3ccccc3)cc2)c1OC was read as CD40 NFkB inh 24.
`COc1ccccc1-c1ccc2n(c1=O)C[C@@H]1[C@@H](CO)[C@H](C(=O)N3CCOCC3)[C@H]2N1CC1CC1` gave CD40 NFkB inh -6[25 µM].
ON=C1c2ccccc2-c2ccc(O)cc21 was read as CD40 NFkB inh -23.
CCOC(=O)c1nc2cc3n(c(C)c-2c1C)C(C)C(C)=C3C (stereo not drawn) was read as CD40 NFkB inh 11.
`O=C(Nc1ccccc1N1CCOCC1)c1ccc(OCc2cscn2)cc1` gave CD40 NFkB inh -15.
O=C(O)C1C2C=CC(C3CC23)C1C(=O)O (stereo not drawn) was read as CD40 NFkB inh -1.
`CCCN(C(=O)CSc1nnnn1C)C1CCS(=O)(=O)C1` (stereo not drawn) gave CD40 NFkB inh 7.
Screening C[C@@H]1CN([C@H](C)CO)C(=O)CCCn2nncc2CO[C@H]1CN(C)C(=O)Nc1ccc(N2CCN(C)CC2)cc1 returned CD40 NFkB inh -2.
`O=C(COc1ccc2c(c1)C(=O)CC1(CCCCC1)O2)NCc1ccccn1` gave CD40 NFkB inh 5.
For CCCCOC(=O)Nc1cc(C)c(Cl)cc1OC the results were CD40 NFkB inh -2.
For CCOc1ncccc1C(=O)NNC(=O)c1ccc(NS(=O)(=O)c2cccs2)cc1 the results were CD40 NFkB inh -9.
For COC(=O)CCC(=O)NS(=O)(=O)c1ccc(N=NN2CCOCC2)cc1 the results were CD40 NFkB inh 3.
For CN(C)CCOC(=O)NCC12CC3CC(CC(C3)C1)C2 the results were CD40 NFkB inh 2.
`O=S(=O)(NCC(c1ccco1)N1CCc2ccccc2C1)c1ccc(F)cc1` (stereo not drawn) gave CD40 NFkB inh -35.
`CO[C@H]1CC[C@H]2CCOc3c(C#N)cccc3C(=O)N(C)CC3(CCCCC3)CC(=O)N(C)C[C@@H]1O2` gave CD40 NFkB inh 4[25 µM].
Screening O=C(CC(F)(F)F)N1C[C@H]2[C@@H](c3ccccc31)[C@H](CO)N2C(=O)C1CC1 returned CD40 NFkB inh -4.
Screening NC(=O)NC(=O)COC(=O)c1sc2ccccc2c1Cl returned CD40 NFkB inh 5.
`Cc1ccc(C)c(COC(=O)c2cc([N+](=O)[O-])ccc2N2CCOCC2)c1` gave CD40 NFkB inh 8.
For CCOC(=O)C1=C(C)NC(C)=C(C(=O)OC)C1c1cccc(Cl)c1Cl (stereo not drawn) the results were CD40 NFkB inh 13.

Gathered by group: the compounds so far with a COOH group (3)
For COc1cc(CC(=O)O)c([N+](=O)[O-])cc1OC the results were CD40 NFkB inh 2.
For COc1cc(N)c(Br)cc1C(=O)O the results were CD40 NFkB inh 3.
O=C(O)C1C2C=CC(C3CC23)C1C(=O)O (stereo not drawn) was read as CD40 NFkB inh -1.

The list goes on:
`C[C@H]1COCn2nncc2CC[C@@H](Cc2ccc(-c3ccccc3)cc2)C(=O)N1` gave CD40 NFkB inh 5[25 µM].
For Cc1nc2c(C)c(C)c(C)c(C)c2nc1C the results were CD40 NFkB inh -3.
CCOC(=O)c1oc2ccccc2c1NC(=O)CN1CCN(C)CC1 was read as CD40 NFkB inh -8.
Screening O=C(O)c1ccc(N2CCN(C(c3ccccc3)c3ccccc3)CC2)c([N+](=O)[O-])c1 returned CD40 NFkB inh 10.
Screening CC1(C)Cc2ccccc2C2CC(O)C(=O)N21 (stereo not drawn) returned CD40 NFkB inh 0.
`O=C(O)CCCc1c(-[n+]2ccccc2)[nH]c2ccccc12` gave CD40 NFkB inh 3.
For CCOc1ccc(S(=O)(=O)NCCC(=O)NCc2ccncc2)cc1 the results were CD40 NFkB inh 2.
For Cc1ccc(S(=O)(=O)Nc2ccc(NC(=O)c3ccc(F)cc3)cc2)cc1 the results were CD40 NFkB inh 10.
O=C(CCCn1nnnc1CN1CCOCC1)N1CCC(c2ccc(F)cc2)C1 (stereo not drawn) was read as CD40 NFkB inh 10.
`OCC1(Cc2ccccc2)CCCN(Cc2ccc(-c3ccco3)cc2)C1` (stereo not drawn) gave CD40 NFkB inh 2.
`Cc1ccc(S(=O)(=O)NCC(NCc2ccc(F)cc2)c2ccccc2)cc1` (stereo not drawn) gave CD40 NFkB inh 4.
For COc1ccc2c3c(n(C)c2c1)[C@@H](CO)N(C(=O)Nc1ccc(F)cc1)CC31CN(S(=O)(=O)c2cn(C)cn2)C1 the results were CD40 NFkB inh 8[25 µM].
For COc1ccc2c(c1OC)CCC2=O the results were CD40 NFkB inh 6.
N#Cc1ccc(OCC(=O)Nc2ccc3[nH]c(=O)[nH]c3c2)cc1 was read as CD40 NFkB inh 6.
`C/C=C/c1ccc([C@H]2[C@@H](CO)N3C(=O)CN(C(=O)Nc4ccc(F)cc4)C[C@@H]23)cc1` gave CD40 NFkB inh -18[25 µM].
CO[C@@H]1CN(C)C(=O)c2cc(NC(=O)c3ccc4c(c3)OCO4)ccc2OC[C@@H](C)N(CCC(F)(F)F)C[C@@H]1C was read as CD40 NFkB inh 12[25 µM].
For NC(=O)c1ccc(N2CCN(S(=O)(=O)c3cccs3)CC2)c([N+](=O)[O-])c1 the results were CD40 NFkB inh 2.
For O=C(CCc1ccccc1)NCCCN1CCOCC1 the results were CD40 NFkB inh 12.
Screening Cc1cc(C(=O)COC(=O)c2ccc(O)cc2)c(C)n1Cc1ccco1 returned CD40 NFkB inh -63.
`Cc1nc(C)c(-c2csc(N)n2)s1` gave CD40 NFkB inh -1.
COC(=O)c1c(C(=O)OC)c(C)n(Cc2cccnc2)c1C was read as CD40 NFkB inh 4.
Cc1ccc(N(C(=O)c2csnn2)C(C(=O)NC(C)(C)C)c2cccnc2)cc1 (stereo not drawn) was read as CD40 NFkB inh 18.
Screening Cc1ccc(F)cc1NC(=O)COC(=O)COc1ccc(C#N)cc1 returned CD40 NFkB inh 6.
For CCOc1ccc(OCC(=O)OC(C)C(=O)NC2CCCC2)cc1 (stereo not drawn) the results were CD40 NFkB inh -2.
Screening CN(C(=O)Nc1cnc2ccccc2c1)c1ccccc1 returned CD40 NFkB inh -69.
For O=C(NC1CCCCCC1)c1cc(S(=O)(=O)N2CCOCC2)ccc1N1CCCCC1 the results were CD40 NFkB inh 23.
O=C(COC(=O)c1cc(S(=O)(=O)N2CCOCC2)ccc1Cl)Nc1ccccc1Cl was read as CD40 NFkB inh 2.
`C[C@@H]1CN([C@H](C)CO)C(=O)CCCn2cc(nn2)CO[C@@H]1CN(C)Cc1ccccc1` gave CD40 NFkB inh 5[25 µM].
CO[C@H](CN(C)Cc1nccs1)[C@H](C)CN([C@@H](C)CO)S(=O)(=O)c1ccc(F)cc1 was read as CD40 NFkB inh 9[25 µM].
C[C@H](CO)N1C[C@H](C)[C@@H](CN(C)Cc2ccc(Cl)c(Cl)c2)OCc2ccccc2-c2ccccc2C1=O was read as CD40 NFkB inh -2[25 µM].
For COC(=O)c1ccc(COc2cccc3c2CCN(Cc2ccccc2)C3=O)o1 the results were CD40 NFkB inh -3.
CCOC(=O)N1CCN(Cc2cn[nH]c2-c2cccc3ccccc23)CC1 was read as CD40 NFkB inh 4.
For O=C(NCc1ccco1)c1ccc(N2CCOCC2)c([N+](=O)[O-])c1 the results were CD40 NFkB inh -1.

Compound activity as filed in PubChem.
